Bioassay records from PubChem BioAssay.
PriA SSB inh – K. pneumoniae PriA-SSBct interaction inhibition | AlphaScreen SSBct-PriA binding, biotinylated peptide | inhibition, % at 33 µM | actives 0.6% (n = 430,000); in the data active means inhibition mostly above about 37%, no sharp cut-off; inactive means mostly below about 20%;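 further: plate controls were negative control peptide for no effect and reference peptide for full effect; strong numbers were not always called active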
The depositor's hits bear a star; & = joins results of further samples. Not all compounds are listed; the hit share may differ from the screen's.

SMILES	PriA SSB inh
O=C(CSc1ncnc2ccccc12)N1N=C(c2cccs2)C[C@H]1c1ccc(F)cc1	-14
COc1ccc(CC(=O)NCC(=O)NN=Cc2ccc(C)o2)cc1	-9
COC(=O)CSC1CCN(C(=O)c2cccnc2SC)C1 (stereo not drawn)	-28
O=C(c1cnn2c1CCCC2)N1CCN(C(=O)c2c(F)cccc2Cl)CC1	-17
CNC(=O)Cc1ccc(-n2c(=O)c3ccccc3n(CC(=O)NCc3ccccc3Cl)c2=O)cc1	-4
CCC(C(=O)NN=Cc1cccnc1)c1ccccc1 (stereo not drawn)	0
NC(=S)N1CCCCC1	0
COc1ccc(S(=O)(=O)Nc2ccc3c(c2)N(C(=O)C2CCCO2)CC3)cc1 (stereo not drawn)	-3
O=C(c1ccccc1F)N(Cc1ccsc1)Cc1ccccn1	2
COc1ccc(C)c2sc(=NC(=O)C3CCN(S(=O)(=O)c4cccs4)CC3)n(C)c12	-10
Cc1nc2ccc(NC(=O)Nc3ccc(OC(F)(F)F)cc3)cc2c(=O)n1-c1ccccc1	-9&-1
COc1ccc2nc(N(CCN3CCOCC3)C(=O)c3ccc4c(c3)OCCO4)sc2c1	30
Cc1ccc(S(=O)(=O)N2CCCC[C@@H]2CCNC(=O)Nc2ccc3c(c2)OCO3)cc1	10
ON=Cc1ccc(OCC(O)COc2ccc(C=NO)cc2)cc1 (stereo not drawn)	-2
Cc1ncn(CC(=O)N2CCN(c3ccc(-n4cncn4)nn3)CC2)c(=O)c1C	-37
CNCc1nc2ccccc2n1C	-18
CC(=NNC(=O)c1ccc(Cl)s1)c1cccnc1	-17
O=C(C=NO)Nc1ccccc1C(=O)O	-8
COc1ncc(NC(=O)c2cccs2)cn1	-3
O=c1cc(-c2ccco2)nc[nH]1	-18
Cc1cc(C(=O)Nc2ncc(Cc3ccc(F)cc3)s2)c(C)o1	5
Cc1ccccc1/[N+]([O-])=C/c1ccc(OC(F)F)cc1	-2
CSc1ncccc1C(=O)NC[C@H](O)c1sccc1C	-12
Cc1ccccc1NC(=O)NCCNC(=O)c1ccc(NC(=O)C(C)(C)C)cc1	4
O=C1CCCN2N=C(SCc3ccc([N+](=O)[O-])cc3)SC2=N1	-7
CCc1nnc(-c2cc3ccccc3n2Cc2c(F)cccc2Cl)o1	5
Cc1ccc(-n2c(O)c(C=NN3CCCCCC3)c(=O)[nH]c2=O)cc1C	-2
COc1cc(C=NNP(=S)(c2ccccc2)c2ccccc2)ccc1O	-14
C#CCn1c(=NC(=O)/C=C/c2cccs2)sc2cc(Br)ccc21	-6
CCOC(=O)C1=C(N)Oc2c(c(=O)[nH]c3ccc(OC)cc23)C1c1ccccc1 (stereo not drawn)	-20
O=C(Nc1ccc2c(c1)CN(C(=O)c1ccco1)CC2)c1cc2ccccc2oc1=O	5
CC1CCN(C(=O)Cn2cc(S(=O)(=O)CC(=O)Nc3ccccc3C(F)(F)F)c3ccccc32)CC1	-27
COc1ccc(OC)c(S(=O)(=O)N2CCN(c3cnccn3)CC2)c1	-21
CS(=O)(=O)N1CCC(C(=O)N(CCc2cccs2)C2CC2)CC1	-3
COc1cc(C=NNc2ccc(Cl)c(C(=O)O)c2)ccc1OC(=O)c1ccc(F)cc1	1
O=C(Cn1cnc(-c2ccc(F)cc2)cc1=O)c1ccc(Cl)cc1	-13
CC(=O)N1CCc2ccc(NC(=O)c3ccco3)cc2C1	-15
Cc1ccccc1C(=O)NC1C=CS(=O)(=O)C1 (stereo not drawn)	-19
Cc1nc(N2CCC(NC(=O)c3csc(C)n3)CC2)cc(C(F)(F)F)n1	-12
O=C(CSc1nnc(CNC(=O)c2ccc(S(=O)(=O)N3CCCCC3)cc2)n1-c1ccccc1)Nc1nccs1	-5

25 neighbouring records already listed, for reference:
SMILES	PriA SSB inh
Cc1ncn(CC(=O)N2CCN(c3ccc(-n4cncn4)nn3)CC2)c(=O)c1C	-37
CNCc1nc2ccccc2n1C	-18
CC(=NNC(=O)c1ccc(Cl)s1)c1cccnc1	-17
O=C(C=NO)Nc1ccccc1C(=O)O	-8
COc1ncc(NC(=O)c2cccs2)cn1	-3
O=c1cc(-c2ccco2)nc[nH]1	-18
Cc1cc(C(=O)Nc2ncc(Cc3ccc(F)cc3)s2)c(C)o1	5
Cc1ccccc1/[N+]([O-])=C/c1ccc(OC(F)F)cc1	-2
CSc1ncccc1C(=O)NC[C@H](O)c1sccc1C	-12
Cc1ccccc1NC(=O)NCCNC(=O)c1ccc(NC(=O)C(C)(C)C)cc1	4
O=C1CCCN2N=C(SCc3ccc([N+](=O)[O-])cc3)SC2=N1	-7
CCc1nnc(-c2cc3ccccc3n2Cc2c(F)cccc2Cl)o1	5
Cc1ccc(-n2c(O)c(C=NN3CCCCCC3)c(=O)[nH]c2=O)cc1C	-2
COc1cc(C=NNP(=S)(c2ccccc2)c2ccccc2)ccc1O	-14
C#CCn1c(=NC(=O)/C=C/c2cccs2)sc2cc(Br)ccc21	-6
CCOC(=O)C1=C(N)Oc2c(c(=O)[nH]c3ccc(OC)cc23)C1c1ccccc1 (stereo not drawn)	-20
O=C(Nc1ccc2c(c1)CN(C(=O)c1ccco1)CC2)c1cc2ccccc2oc1=O	5
CC1CCN(C(=O)Cn2cc(S(=O)(=O)CC(=O)Nc3ccccc3C(F)(F)F)c3ccccc32)CC1	-27
COc1ccc(OC)c(S(=O)(=O)N2CCN(c3cnccn3)CC2)c1	-21
CS(=O)(=O)N1CCC(C(=O)N(CCc2cccs2)C2CC2)CC1	-3
COc1cc(C=NNc2ccc(Cl)c(C(=O)O)c2)ccc1OC(=O)c1ccc(F)cc1	1
O=C(Cn1cnc(-c2ccc(F)cc2)cc1=O)c1ccc(Cl)cc1	-13
CC(=O)N1CCc2ccc(NC(=O)c3ccco3)cc2C1	-15
Cc1ccccc1C(=O)NC1C=CS(=O)(=O)C1 (stereo not drawn)	-19
Cc1nc(N2CCC(NC(=O)c3csc(C)n3)CC2)cc(C(F)(F)F)n1	-12

Later entries.
SMILES	PriA SSB inh
Nc1nonc1-n1nnc(C(=O)NN=Cc2ccc(O)cc2)c1COc1ccc(F)cc1	-15
O=C(NCC1CCCO1)c1cc(-c2ccccc2)n(C2CCS(=O)(=O)C2)n1 (stereo not drawn)	-15
O=C(Cc1c[nH]c2ccccc12)Nc1ccccc1-c1ccc(=O)[nH]n1	-14
Cc1ccc(NC(=O)CSc2ncc(-c3ccc(F)cc3)o2)cc1	2
CCOCC(=O)N1CCN(Cc2nc3ccccc3[nH]2)CC1	-7
Nc1c(-c2ccccn2)nsc1C(=O)N1CCN(c2ccccc2Cl)CC1	7
C=CCN1C(=O)C(C)(C)COc2ccc(NS(=O)(=O)c3ccc(F)c(C)c3)cc21	-11
CC(=NNC(=O)C1COc2ccccc2O1)c1ccc(Br)s1 (stereo not drawn)	-27
O=C(Nc1nc2c(s1)CN(S(=O)(=O)C1CC1)CC2)C1(c2cccs2)CCCC1	8
Cn1nnc2c(N3CCN(C(=O)c4ccc(Br)o4)CC3)ncnc21	-8
COc1c(Cl)cc(Cl)cc1C=NNC(=O)c1nnn(-c2nonc2N)c1CN1CCC(C)CC1	19
N#CC(=NNc1ccc(Cl)cc1)C(=O)c1ccccc1	10
Cc1ccc(N2CCn3c2nn(CC(=O)c2ccc(Cl)cc2)c(=O)c3=O)cc1	-17
O=C(NCc1n[nH]c(=O)c2ccccc12)c1ccc([N+](=O)[O-])o1	7
CCOc1cc(C(=O)Nc2ccc3c(c2)NC(=O)C(C)(C)CO3)cc(OCC)c1OCC	25
O=C(Cn1ccc2ccccc21)NCCc1ccncc1	4
COc1ccc(CN2CN(C3CCCCC3)CSC2=S)cc1	-14
CCCOc1ccc(C(O)=C2C(=O)C(=O)N(CCCn3ccnc3)C2c2ccco2)cc1 (stereo not drawn)	-12
C#CCOc1ccc(C=NO)cc1Cl	-15
COc1cccc2cc(C(=O)Nc3cc(C)nn3C)oc12	-9
CC(C)NC(=O)CC(=O)NN=Cc1c(F)cccc1Cl	-8
Cc1ccc(Cn2cc(C(=O)NNC(=O)Nc3cccs3)ccc2=O)cc1	-3
CCN1c2ccccc2-c2nc(SCC(=O)Nc3ccccc3C(F)(F)F)ncc2S1(=O)=O	-19
O=C(Nc1nc2c(s1)C(=O)NCCC2)Nc1ccccc1C(F)(F)F	-19
CC12CCC3C(CCC4CCCCC43C)C1CC/C2=N/N=C\c1ccccc1C(F)(F)F (stereo not drawn)	-21
C/C(C=Nn1c(-c2ccc(Cl)cc2)n[nH]c1=S)=C\c1ccco1	-3
S=c1[nH]nc(-c2cccnc2)n1N=C/C=C/c1ccccc1	0
O=C(CSc1ncccn1)NN=Cc1ccc2c(c1)OCO2	-13
Cc1cc(OC2CN(C(=O)C(C)(C)C)C2)cc(=O)n1C	3
COc1ccc(Cl)cc1NC(=O)NCC(c1ccsc1)N1CCCC1 (stereo not drawn)	-10
Cc1ccc(S(=O)(=O)N2CCC(C(=O)Nc3nc(-c4cc(C)ccc4C)cs3)CC2)cc1	-17
COc1ccccc1N1CCN(C(=O)Cn2cnc3c(sc4ccccc43)c2=O)CC1	-16
CN(C)[C@@H](CNC(=O)C(=O)Nc1cc2c3c(c1)CC(=O)N3CCC2)c1ccc2c(c1)CCO2	-1
COc1ccc(N2CCN(S(=O)(=O)CCCNC(=O)c3ccc[nH]c3=O)CC2)cc1	-16
O=S(=O)(c1ccc(Cl)cc1)[C@H]1CCN(S(=O)(=O)c2cccc3ccccc23)C1	2
O=C(NC1(c2nc(C3CC3)no2)CCCCC1)c1ccccc1Br	-7
Cc1cc2nc(N(CCN(C)C)C(=O)CSc3ccc(F)cc3)sc2cc1C	2
COc1cc(NC(=O)Nc2ccc3c(c2)C(=O)N(C)c2ccccc2O3)cc(OC)c1OC	-18
O=C(Nc1nc(-c2cc3ccccc3oc2=O)cs1)c1cc2cc([N+](=O)[O-])ccc2s1	9
COc1ccc(Br)c(C(=O)NCc2cccnc2-c2ccsc2)c1	0
COc1cc(OC)cc(C(=O)NCC(c2cccc3ccccc23)N(C)C)c1 (stereo not drawn)	-3
O=C(Cn1c(=O)oc2ccccc21)Nc1ccc(-n2nnn(CC(=O)NC3CC3)c2=O)cc1	-9
COc1ccc(C2(C)NN=C3Sc4ccccc4N32)cc1 (stereo not drawn)	41*
CC(=NNC(=O)c1ccc(NS(=O)(=O)c2cccs2)cc1)c1ccccn1	39*
COc1ccc(N2CCN(S(=O)(=O)CCCNC(=O)c3cnccn3)CC2)cc1	-10
O=C(NN=Cc1cc(Cl)ccc1O)C(=O)Nc1ccccc1OC(F)(F)C(F)F	11
COC(=O)c1c(NC(C)=O)sc2c1CCN(C(C)=O)C2	-2
COC(=O)CSc1nnc(CNC(=O)Cc2ccccc2)n1-c1ccc(OC)cc1	-22
CCOc1ccc(-n2c(Cc3cc(=O)[nH]c(=O)[nH]3)nnc2SCC(=O)Nc2cccc(F)c2)cc1	-8
Cc1cccc(OC(=O)c2sc3nc(C)cc(C)c3c2N)c1	-16
CCCCSc1nc(N)cc(=O)[nH]1	-9
O=C(Cc1ccccc1)NN=Cc1ccc(-c2ccc([N+](=O)[O-])cc2)o1	-16
O=C(Nc1ccc(F)c(Cl)c1)c1cc(N2C(=O)CCS2(=O)=O)ccc1Cl	-10
O=C(Nc1cnn(C2CCOC2)c1)c1cc(-c2ccco2)[nH]n1 (stereo not drawn)	2
Cc1cc(C)c(C#N)c(SCC(=O)Nc2nsc(-c3ccc(Cl)cc3)n2)n1	-4
O=S(=O)(NCC[C@H](O)c1cccs1)C1CC1	-17
COc1ccc(Cl)cc1S(=O)(=O)N1CC[C@H](c2ccc3c(c2)OCO3)C1	-14
Cc1ccc(N2CCCS2(=O)=O)cc1NS(=O)(=O)CCOc1ccccc1	-12
Cc1c(C=Nn2cnnc2)c2ccccc2n1C	-15
CC(=O)Nc1ccc(S(=O)(=O)N2CCCC(c3nnc(-c4cccs4)o3)C2)cc1 (stereo not drawn)	10
More compounds follow.
SMILES	PriA SSB inh
NC(=O)C1CCN(CC(=O)Nc2oc3ccccc3c(=O)c2-c2ccccc2)CC1	-8&0
COc1ccc(Br)cc1CCC(=O)N1CCC(S(=O)(=O)CC(C)C)CC1	-21
O=C(Cn1nc(C(=O)N2CCOCC2)cc1-c1cccs1)Nc1nccs1	-6
Cc1sc2nc(SCC(=O)Nc3ccc(S(=O)(=O)NC(C)(C)C)cc3)[nH]c(=O)c2c1C	2
COc1ccc(S(=O)(=O)Nc2ccc(C(=O)Nc3ccc4sccc4c3)cc2)cc1	-1
CCOC(=O)c1sc(N=CC2=C(O)CC(C)(C)CC2=O)c(C(=O)OCC)c1C	9
CC(C)(C)c1ccc(C=NNc2nncn2N)cc1	-6
COc1ccc(Br)cc1S(=O)(=O)n1ccnc1C(C)C	1
O=C(NCCn1cnc(C2CCCC2)cc1=O)Nc1cccc(Cl)c1	0
O=C(Nc1nc(-c2cccs2)cs1)c1ccc(Cc2ccccc2)cc1	-11
CCSc1nnc(NC(=O)CSc2nnc(CNC(=O)c3ccco3)o2)s1	-3
CC(C)C(=O)Nc1ccc(C(=O)NN=Cc2cc(Br)cc(Br)c2O)cc1	2
CC(C)CCN1C(=O)C(C)(C)COc2ccc(NC(=O)C3CC3)cc21	20
Cc1ccccc1-n1ncc2c(=O)n(CC(=O)c3ccc(Cl)cc3)cnc21	-27
COC(=O)c1ccc(C=NNc2nc(N3CCCCC3)nc(N3CCCCC3)n2)cc1	-15
CC(=O)Nc1nnc(SCc2ccc(Cl)c(Cl)c2)s1	-5
O=C(Cn1c(=O)n(Cc2ccc3c(c2)OCO3)c(=O)c2ncccc21)Nc1ccccc1C(F)(F)F	-5
O=C(CCc1ccccc1)N1CCN(Cc2nc3ccccc3[nH]2)CC1	-27&-1
CCOC(=O)c1c2ccc(OCC(=O)NN=Cc3ccc(C)cc3)cc2n2ccccc12	-1
O=C(COc1ccc(Cl)cc1)NNC(=O)c1cccn(Cc2ccc(F)cc2)c1=O	1
COCCNC(=O)C(=O)NCC(c1cccn1C)N1CCc2ccccc2C1 (stereo not drawn)	-2
Cc1cc(S(=O)(=O)N2CCCCC2CCNC(=O)C(=O)NCCC2=CCCCC2)ccc1F (stereo not drawn)	-24
